Screening results (PubChem)
TRHR PAM: qHTS for Small Molecule Agonists and Allosteric Enhancers of Human TRH Receptor: Primary Screen for Enhancers; enhancement, % at 2 µM; Thyrotropin-releasing hormone receptor (Homo sapiens), P34981; TRHR cells, fluo-8 calcium fluorescence, EC20 TRH enhancement; 0.66% of 360,000 active; AID 493056, 2011; in the data active means enhancement above about 30%; further: 0% is about no effect
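TRHR-expressing cells loaded with fluo-8 calcium dye were read kinetically (ex 480/em 530) during compound addition, then stimulated with an EC20 of TRH (10 nM final). Enhancement of the Gq-mediated intracellular calcium response was scored.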
TRHR ag: qHTS for Small Molecule Agonists and Allosteric Enhancers of Human TRH Receptor: Primary Screen for Agonists | Thyrotropin-releasing hormone receptor (Homo sapiens), P34981 | TRHR cells, calcium flux fluo-8, FDSS agonist mode | activation, % at 2 µM | 0.18% of 360,000 active | AID 493084, 2011; further: 0% is about no effect
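Steps: seed TRHR cells overnight; add fluo-8 no-wash Ca dye, RT 30 min–1.5 h; record 10 s baseline; pin-transfer compounds; monitor fluorescence 1 cycle/s for the agonist window. Calcium increases flag candidate agonists.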
D2 antagonist: HTS Assay for Allosteric Antagonists of the Human D2 Dopamine Receptor: Primary Screen for Antagonists | D(2) dopamine receptor (Homo sapiens), P14416 | HEK293 TREx D2 cells, calcium flux, dopamine EC80 | inhibition, % at 10 µM | 2% of 340,000 active | AID 485344, 2010; in the data active means inhibition above about 30%; further: 0% is about no effect
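Overnight-induced (tetracycline, 30 C) HEK293 T-REx cells carrying force-coupled D2 receive a no-wash calcium dye, then compound, then EC80 dopamine at 180 s; signals are read kinetically throughout.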
D1 agonist: Allosteric Agonists of the Human D1 Dopamine Receptor: qHTS. AID 504660, 2011. activation, % at 2 µM. HEK293 T-REx D1 cells, calcium flux, agonist mode. D(1A) dopamine receptor (Homo sapiens), P21728. 1% of 360,000 active; further: 0% is about no effect
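Tetracycline-induced HEK293 TREx D1 cells, force-coupled to calcium signalling, were dye-loaded with a no-wash calcium kit. Compound was pin-added after a 10 s baseline. Fluorescence was read kinetically at 1 cycle/s for 180 s, with calcium rises flagged as agonism.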
D2 potentiator: HTS Assay for Positive Allosteric Modulators of the Human D2 Dopamine Receptor: Primary Screen for Potentiators; HEK293 T-REx D2, calcium flux, EC20 dopamine potentiation; potentiation, % at 10 µM; 0.34% of 340,000 active;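 active means potentiation over 3 SD above the plate norm, cut at about 30% in these data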; further: 0% is about no effect
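Calcium flux readout, no-wash dye, 1 read/s. Inducible HEK293 Trex D2 line, overnight 30 C. Compound alone 180 s (agonist flags), then EC20 dopamine, another 180 s to score potentiation.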
RXFP1 antag: qHTS Assay for Antagonists of the Relaxin Receptor RXFP1; 0.59% of 350,000 active; HEK293-RXFP1, relaxin-stimulated cAMP HTRF, 30 min; hits give low values; Relaxin receptor 1 (Homo sapiens), Q9HBX9; activity change, negative = inhibition, % at 57.5 µM;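 active means activity change of -60% or lower, but not beyond a set lower limit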; further: on the % scale 0 is the no-effect control and ±100 the full control effect
Target sequence (Q9HBX9 whole entry, looked up): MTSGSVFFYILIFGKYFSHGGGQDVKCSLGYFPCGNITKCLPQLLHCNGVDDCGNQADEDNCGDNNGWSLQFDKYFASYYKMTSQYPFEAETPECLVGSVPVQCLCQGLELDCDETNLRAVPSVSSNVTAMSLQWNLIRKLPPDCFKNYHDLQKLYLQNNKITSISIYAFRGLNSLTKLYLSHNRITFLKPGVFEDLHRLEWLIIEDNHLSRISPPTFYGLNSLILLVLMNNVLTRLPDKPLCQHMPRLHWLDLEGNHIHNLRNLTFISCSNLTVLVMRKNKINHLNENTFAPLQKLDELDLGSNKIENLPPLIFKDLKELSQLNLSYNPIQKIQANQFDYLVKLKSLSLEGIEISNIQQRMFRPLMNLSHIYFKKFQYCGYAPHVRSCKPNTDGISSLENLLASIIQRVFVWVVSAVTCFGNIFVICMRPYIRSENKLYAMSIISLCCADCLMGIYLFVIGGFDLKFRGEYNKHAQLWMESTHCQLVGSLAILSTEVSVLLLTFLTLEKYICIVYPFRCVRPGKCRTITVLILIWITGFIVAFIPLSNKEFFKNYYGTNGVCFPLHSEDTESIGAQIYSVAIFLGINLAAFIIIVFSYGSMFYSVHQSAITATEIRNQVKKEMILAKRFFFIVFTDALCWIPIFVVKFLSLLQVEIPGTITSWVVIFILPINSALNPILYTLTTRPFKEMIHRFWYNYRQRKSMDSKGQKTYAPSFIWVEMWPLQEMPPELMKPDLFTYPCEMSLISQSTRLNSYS
D1 PAM: Potentiators of Human D1 Dopamine Receptor: qHTS; potentiation, % at 10 µM; HEK293 TREx D1 cells, calcium flux, dopamine EC20 potentiation; D(1A) dopamine receptor (Homo sapiens), P21728; 0.036% of 360,000 active; in the data active means potentiation above about 30%; further: 0% is about no effect
D2 ag: HTS Assay for Allosteric Agonists of the Human D2 Dopamine Receptor: Primary Screen for Agonists; D(2) dopamine receptor (Homo sapiens), P14416; 0.53% of 340,000 active; activation, % at 2 µM; HEK293 T-REx D2 cells, calcium flux agonist mode;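 active means activation over 3 SD above normal in the single-dose calcium agonist read, cut at about 30% in these data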; further: 0% is about no effect
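Tetracycline-induced HEK293 Trex cells with D2 receptor force-coupled to calcium signaling, plated overnight at 30 C and loaded with no-wash calcium dye. Calcium flux read kinetically for 180 s after compound addition; responses flag agonists.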
D1 antagonist: Antagonist of Human D 1 Dopamine Receptor: qHTS; activity change, negative = inhibition, % at 10 µM; D(1A) dopamine receptor (Homo sapiens), P21728; AID 504652, 2011; HEK293 TREx D1 cells, calcium flux, dopamine EC80; hits give low values; 3.2% of 360,000 active; in the data active means activity change below about -30%; further: on the % scale 0 is the no-effect control and ±100 the full control effect
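Using tetracycline-induced force-coupled D1 Hek293 cells and a calcium dye, signals were followed for 180 s after compound, then for 180 s after EC80 dopamine, to detect inhibitors.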
Starred values were filed as active, the others as inactive; . = no result given. Unless noted, no stated cut-off is given here; in the data, active means activation above about 30%; inactive means the rest.

SMILES | TRHR PAM | TRHR ag | D2 antagonist | D1 agonist | D2 potentiator | RXFP1 antag | D1 PAM | D2 ag | D1 antagonist
CCOc1ccccc1NC(=O)CN1C(=O)COc2ccc(S(=O)(=O)NC3CCCC3)cc21 | -17 | 0.4 | . | 0 | 1 | 8 | 2 | . | -10
O=Cc1ccc(C(=O)OCC(=O)NCCC2=CCCCC2)cc1 | 6 | -0.2 | -1 | 1 | -6 | -12 | -9 | 0.2 | -8
CC1Cc2nc(SCC(=O)N3CCCc4ccccc43)n(C)c(=O)c2S1 (configuration not stated) | -5 | -1.1 | 2 | 2 | 10 | -4 | 3 | -1.7 | -17
NC(=O)CSc1nnc(-c2ccc(S(=O)(=O)N3CCCC3)cc2)n1Cc1ccco1 | -2 | 0.7 | . | 2 | . | -4 | 0 | . | 10
COCc1cc(=O)n2[nH]c(-c3cccs3)cc2n1 | 5 | -0.2 | 8 | 1 | -1 | -2 | 0 | -0.5 | 4
CCOc1ccc(-n2nc(CO)c(C(=O)NCc3ccccn3)n2)cc1 | -1 | 0.2 | . | 1 | 6 | -18 | -2 | -0.2 | 6
NS(=O)(=O)c1ccc(NC(=O)c2ccc(CNS(=O)(=O)c3cc(C(F)(F)F)ccc3Cl)cc2)cc1 | -3 | 1.3 | 9 | 1 | -2 | -8 | -3 | -1.4 | 2
COc1ccc(S(=O)(=O)N2CCC(C(=O)NCc3ccccc3)CC2)cc1OC | 7 | -0.5 | -13 | 1 | 0 | 8 | 11 | 0.1 | 37
O=C(Nc1ccc2oc(-c3ccccc3F)nc2c1)c1ccccc1Cl | 6 | -0.4 | . | 4 | 3 | -21 | -2 | -0.3 | -48*
O=C(NC1CCCC1)C(c1ccncc1)N(C(=O)Cc1cccs1)c1cccc(F)c1 (configuration not stated) | 1 | -0.6 | 17 | 1 | 3 | 22 | -4 | -0.6 | -32*
CCCOc1ccc2c3c(c(=O)oc2c1)CCCC3 | 5 | -0.1 | 9 | 6 | 0 | -8 | 0 | -0.1 | -12
c1ccc(-c2csc(-c3ccncc3)n2)cc1 | -2 | -0.1 | 21 | 4 | -1 | -11 | -1 | 0.0 | 0
CC(=O)Oc1ccc2c3c(c(=O)oc2c1)CCCC3 | 4 | -0.3 | 1 | 1 | 2 | 7 | -10 | 2.0 | 14
O=CNC(Cc1ccccc1)C(=O)O (configuration not stated) | -3 | -0.2 | -3 | 0 | 1 | 4 | -1 | 0.9 | -5
COc1ccccc1C1CCN(C(=O)c2cnn(-c3ccccc3)c2C)CC1 | 16 | -1.3 | -30 | 0 | 1 | -1 | 0 | 0.2 | -21

Record cards, from the list above:
Shown for COc1ccccc1C1CCN(C(=O)c2cnn(-c3ccccc3)c2C)CC1 : TRHR PAM: 16; TRHR ag: -1.3; D2 antagonist: -30; D1 agonist: 0; D2 potentiator: 1; RXFP1 antag: -1; D1 PAM: 0; D2 ag: 0.2; D1 antagonist: -21
Shown for CCCOc1ccc2c3c(c(=O)oc2c1)CCCC3 : TRHR PAM: 5; TRHR ag: -0.1; D2 antagonist: 9; D1 agonist: 6; D2 potentiator: 0; RXFP1 antag: -8; D1 PAM: 0; D2 ag: -0.1; D1 antagonist: -12

(cont.)
SMILES | TRHR PAM | TRHR ag | D2 antagonist | D1 agonist | D2 potentiator | RXFP1 antag | D1 PAM | D2 ag | D1 antagonist
Cc1ccc(NC(=O)c2oc3ccccc3c2NC(=O)c2cc3ccccc3o2)cc1 | -1 | -1.7 | . | 9 | . | . | -5 | -1.0 | -5
CSc1ccc(S(=O)(=O)N2CCC(C(=O)NCCCn3ccnc3)CC2)cc1 | -2 | 0.6 | 8 | 2 | -4 | -4 | 0 | -0.3 | 7
S=c1nccc(-c2cc(Cl)sc2Cl)[nH]1 | -1 | 0.2 | -13 | 1 | 5 | -3 | -2 | 0.6 | 20
NC(=O)C1=C[C@@H](c2csc3ccccc23)C[C@@H](OCc2ccc(CO)cc2)O1 | 10 | 18 | 0 | 12 | -12 | . | -3 | -0.8 | 9
CC(=O)N1CCN(c2nc(-c3cccs3)nc3ccccc23)CC1 | -4 | -0.6 | -5 | 5 | 10 | 2 | 0 | -0.2 | -6
O=C(CSC1=Nc2ccccc2C2=NC(Cc3ccccc3)C(=O)N12)Nc1cccc(Cl)c1 (configuration not stated) | -5 | 0.1 | . | 0 | 2 | 0 | 0 | 1.4 | 8
Cc1cc(NC(=O)Cc2ccccc2)c2ccccc2n1 | 13 | -0.4 | -11 | 15 | 3 | -1 | -7 | 0.9 | -15
Cc1cccn2c(=O)c3cc(C(=O)N4c5ccccc5CC4C)n(C)c3nc12 (configuration not stated) | 2 | 0.6 | -12 | 1 | 0 | -16 | -2 | -0.3 | 6
COc1cc2ccccc2cc1C(=O)OCC(=O)N(CC(C)C)c1c(N)n(Cc2ccccc2)c(=O)[nH]c1=O | 13 | -0.2 | 3 | 2 | 18 | -11 | 5 | 3.0 | 19
O=C(CN1CCc2ccccc2C1)Nc1ccc(OC(F)(F)F)cc1 | 10 | -0.6 | -17 | 3 | -15 | -14 | 4 | 0.6 | 5
CC(C)(C)C1CCC(=NNC(=O)C(=O)NCc2ccco2)CC1 (configuration not stated) | 1 | -1.3 | 8 | 3 | -1 | -14 | -7 | 0.9 | 2
COc1ccc(CC(=O)NCc2nnc(SCC(=O)Nc3cccc(F)c3)n2C)cc1 | 5 | -0.3 | -14 | 2 | -4 | -11 | -12 | 0.4 | 3
Cc1ccc(C)c(N2CCN(C(=O)Cn3ncc4c(=O)oc5ccccc5c43)CC2)c1 | -5 | -0.9 | . | 4 | -17 | . | -2 | 0.2 | 9
CCOC(=O)c1cnc2ccc(OCC)cc2c1N1CCN(c2ccccc2)CC1 | 7 | 0.3 | 14 | 4 | 11 | -6 | 7 | 0.5 | 11
O=C(O)COc1ccccc1C1C2C(=O)N(c3ccc(F)cc3)C(=O)C2ON1c1ccccc1 (configuration not stated) | -6 | 0.0 | -5 | 2 | -4 | 1 | -5 | 0.2 | 9
CC(C)c1ccc(NC(=O)c2cc(S(=O)(=O)NC3CCCCC3)ccc2F)cc1 | 3 | 0.5 | . | 0 | 15 | -24 | -2 | . | -9
O=S(=O)(NCc1csc(-c2ccccc2)n1)c1cccc(F)c1 | 2 | -0.4 | . | 0 | -3 | -6 | -2 | 0.5 | -7
Cc1ccc2c(Cl)c(C(=O)Nc3cc(C)on3)sc2c1 | 1 | 0.4 | 9 | 2 | 6 | 16 | -5 | 0.2 | -8
Clc1ccc(OCc2cn3ccccc3n2)c2ncccc12 | 1 | -1.0 | -22 | 0 | -6 | -25 | -2 | 0.0 | -2
CC(C)[C@H](Nc1ccc(S(=O)(=O)N2CCOCC2)cc1[N+](=O)[O-])C(=O)OCC(=O)N(C(C)C)C(C)C | -9 | -0.2 | 23 | 3 | 1 | 12 | -3 | 1.5 | -11
Cc1cc(C)cc(-n2c(C)cc(C(=S)N3CCOCC3)c2C)c1 | 8 | -0.5 | 0 | 2 | 3 | 1 | -2 | -0.7 | -7
COc1cccc(NC(=O)Nc2cccn(Cc3ccc(C)cc3)c2=O)c1 | -4 | 1.0 | . | 5 | . | 3 | -3 | . | 13
Cc1ccc(NC(=O)CC2Nc3cccc4cccc(c34)NC2=O)cc1 (configuration not stated) | -1 | 0.7 | . | 3 | 9 | -9 | -1 | 1.1 | 21
O=C1NC(c2ccccc2)(C(F)(F)F)SC2=CCCCCN12 (configuration not stated) | 8 | -0.5 | -4 | 0 | 5 | -7 | -5 | 0.1 | -9
CCOC(=O)Cn1c(=O)n(CC2CCCO2)c2nc(-c3ccc(OCC)cc3)nc(C(N)=O)c21 (configuration not stated) | 8 | -0.4 | . | 3 | -4 | . | 6 | -1.5 | -5
Cc1ccc(/C=N/NC(=O)Cc2c(F)cccc2Cl)s1 | -2 | 1.4 | 4 | 5 | 14 | -3 | 0 | 1.0 | 9
O=C(CCCCCNC(=O)N1CCn2c1nc1ccccc12)N[C@H](C(=O)O)c1ccccc1 | 7 | 0.4 | 0 | 0 | 15 | . | 1 | 0.3 | 6
O=C(NC1CC1)C1CCN(C2CCN(C(=O)Cc3ccc(F)cc3)CC2)CC1 | -20 | 0.7 | 34* | 2 | 13 | -1 | 2 | 2.0 | -13
CCOC(Cn1c(SCc2cc(C(C)=O)ccc2OC)nc2ccccc2c1=O)OCC | -2 | -0.1 | 16 | 0 | -2 | 9 | -1 | 0.5 | -13
Cc1ccc2c(C)c(C(=O)N(Cc3ccc(F)cc3)C3CCS(=O)(=O)C3)oc2c1 (configuration not stated) | -5 | 0.1 | 28 | 1 | -7 | -15 | -9 | -0.7 | -4

Six entries already listed, arranged by the value under D1 PAM, high to low.
| SMILES | TRHR PAM | D2 antagonist | D1 agonist | D2 potentiator | RXFP1 antag | D1 PAM | D1 antagonist |
| --- | --- | --- | --- | --- | --- | --- | --- |
| CCOC(=O)Cn1c(=O)n(CC2CCCO2)c2nc(-c3ccc(OCC)cc3)nc(C(N)=O)c21 (configuration not stated) | 8 | . | 3 | -4 | . | 6 | -5 |
| O=C(CCCCCNC(=O)N1CCn2c1nc1ccccc12)N[C@H](C(=O)O)c1ccccc1 | 7 | 0 | 0 | 15 | . | 1 | 6 |
| Cc1ccc(/C=N/NC(=O)Cc2c(F)cccc2Cl)s1 | -2 | 4 | 5 | 14 | -3 | 0 | 9 |
| Cc1cc(C)cc(-n2c(C)cc(C(=S)N3CCOCC3)c2C)c1 | 8 | 0 | 2 | 3 | 1 | -2 | -7 |
| COc1cccc(NC(=O)Nc2cccn(Cc3ccc(C)cc3)c2=O)c1 | -4 | . | 5 | . | 3 | -3 | 13 |
| O=C1NC(c2ccccc2)(C(F)(F)F)SC2=CCCCCN12 (configuration not stated) | 8 | -4 | 0 | 5 | -7 | -5 | -9 |

(further entries)
SMILES | TRHR PAM | TRHR ag | D2 antagonist | D1 agonist | D2 potentiator | RXFP1 antag | D1 PAM | D2 ag | D1 antagonist
CN(C)S(=O)(=O)N(CC(=O)Nc1cccc(F)c1)c1ccccc1 | 14 | 0.0 | -9 | 4 | 18 | 8 | 1 | -0.7 | -3
O=C(CCNC(=O)c1ccccc1)Nc1ccc(F)c(Cl)c1 | -3 | -0.3 | 4 | 1 | -12 | -7 | -4 | -0.1 | -9
CCOC(=O)C(=CNc1cc(C)ccc1-n1cccc1)C(=O)OCC | 9 | -0.6 | 11 | 5 | 8 | -27 | 0 | -0.1 | 8
COC(=O)c1ccc(NC(=S)NC2c3ccccc3CC2O)cc1 (configuration not stated) | 1 | 2.1 | -13 | 5 | -12 | 2 | 3 | -0.5 | 0
CCOCCCNC(=O)C(NC(=O)c1ccc(NC(C)=O)cc1)c1ccc(C)cc1 (configuration not stated) | 2 | 1.7 | -7 | 2 | 14 | -31 | -2 | 0.1 | -4
